Screening results: PubChem BioAssay, several laboratories
SRC1 inh = SRC1 coactivator transcriptional activity inhibitors, primary screen, cell-based, luminescence; Nuclear receptor coactivator 1 (Homo sapiens), Q15788; HEK293 GAL4-SRC1 luciferase reporter; inhibition, % at 3.6 µM; 0.12% of 360,000 active; AID 588354, 2011;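 active = inhibition above the campaign mean plus 3 SD, with each screening campaign given its own cutoff, cut at about 60% in these data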;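 note: 0% = DMSO treated cells and 100% = gossypol at 36 µM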
NOD2-RIPK2 inh = NOD2-RIPK2 binding disruptors in cells, primary screen, fluorescence, CHO cells, BLA complementation | Receptor-interacting serine/threonine-protein kinase 2 (Homo sapiens), O43353 | CCF4 ratio | inhibition, % at 4.98 µM | 0.38% of 360,000 active; in the data active = inhibition above about 21%;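 note: 0% = vehicle only and 100% = reference blocker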
SRC2 inh = inhibition of GAL4-SRC2 driven luciferase reporter, primary screen, SRC2 inhibitor project, cell-based, luminescence | HEK293 GAL4-SRC2 luciferase reporter | inhibition, % at 9 µM | 0.17% of 370,000 active | AID 651957, 2012;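 active = inhibition above the mean inhibition of all tested compounds plus 3 SD, set per campaign, cut at about 52% in these data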;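 note: 0% = DMSO treated cells and 100% = cells given Gossypol at 36 µM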
ABHD5 PLIN5 PPI = ABHD5-PLIN5 interaction inhibitors, primary screen, cell lysate, split luciferase complementation, luminescence; inhibition, % at 4 µM; Perilipin-5 (Homo sapiens) + 1-acylglycerol-3-phosphate O-acyltransferase ABHD5 (Homo …; 0.78% of 360,000 active; Split G. princeps luciferase complementation, 4 h;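 active = inhibition above the mean inhibition across every tested compound plus 3 SD, cut at about 22% in these data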;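 note: 0% = DMSO only wells and the 100% control is not disclosed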
LMP1 NFkB inh = EBV LMP1-driven NF-kappaB luciferase reporter inhibitors, primary screen, cell-based, luminescence, single point; LMP1-induced NF-kappaB luciferase reporter cells; inhibition, % at 12.5 µM; 0.69% of 350,000 active; in the data active = inhibition above about 41%;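 note: 0% = neutral control wells and 100% = reference inhibitor control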
TLR9-MyD88 inh = inhibitors of TLR9-MyD88 association in cells, primary screen, cell-based, CHO, BLA complementation, fluorescence; 0.21% of 340,000 active; inhibition, % at 4.98 µM; Toll-like receptor 9 (Homo sapiens) + Myeloid differentiation primary response protein …; CCF4 FRET ratio;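 active = inhibition above the mean over all tested compounds plus 3 SD, cut at about 21% in these data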;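 note: 0% = DMSO only wells and 100% = clavulanate BLA inhibitor control wells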
SRC3 inh = SRC3 coactivator transcriptional activity inhibitors, primary screen, cell-based, luminescence; HEK293 GAL4-SRC3 luciferase reporter; 0.17% of 360,000 active; Nuclear receptor coactivator 3 (Homo sapiens), Q9Y6Q9; inhibition, % at 3.6 µM;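 active = inhibition above a per-campaign cutoff, the mean of all compounds plus 3 SD, cut at about 60% in these data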;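 note: 0% = DMSO-treated cells and 100% = gossypol-treated cells at 36 µM; higher means less SRC3-driven luciferase light from the GAL4 reporter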
MC4R barr agon = MC4R agonists recruiting beta-arrestin, primary screen, cell-based, luminescence, agonist arm of biased-ligand search; Melanocortin receptor 4 (Homo sapiens), P32245; activation, % at 8.9 µM; U2OS MC4R beta-arrestin complementation; percent of melanotan II response, DMSO zero; 0.98% of 360,000 active;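 active = activation above a per-plate cutoff, the mean activation of sample wells on that plate plus 3 SD, cut at about 8% in these data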
MC4R antagonist = MC4R antagonists of cAMP signaling, primary screen, cell-based, TR-FRET, antagonist arm of biased-ligand search. Melanocortin receptor 4 (Homo sapiens), P32245. MC4R-expressing cells, MTII-stimulated cAMP, LANCE TR-FRET. inhibition, % at 6.5 µM. 0.48% of 360,000 active. AID 540295, 2011;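 active = inhibition above its plate's cutoff, the mean of tested wells on that plate plus 3 SD, cut at about 29% in these data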;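 note: 0% = Melanotan II alone and 100% = Melanotan II plus saturating MCL0020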
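Material – human MC4R-expressing U2OS cells · Repeats – no replicates · Detection – TR-FRET with Eu-cAMP and labeled anti-cAMP, 671 nm · Times – compound 30 min, challenge 1 h, detection 1 h · Compound – single nominal compound dose of 6.5 µM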
LRH-1 inv ag = LRH-1 (NR5A2) inverse agonists, primary screen, cell-based, luminescence, HEK293T, StAR-luciferase reporter. 0.13% of 360,000 active. inhibition, % at 3.6 µM. Nuclear receptor subfamily 5 group A member 2 (Homo sapiens), O00482. AID 602396, 2012. LRH-1 transfected, 24 h;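 active = inhibition above the mean inhibition of all tested compounds plus 3 SD, cut at about 73% in these data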;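 note: 0% = DMSO wells and 100% = reporter-only cells lacking LRH-1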
COUP-TFII inh = NR2F2 transcriptional activity inhibitors, primary screen, cell-based, luciferase reporter, HEK293T, luminescence. inhibition, % at 8.6 µM. HEK293T NGFI-A luciferase reporter. 0.7% of 370,000 active;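 active = inhibition above a per-plate cutoff, mean inhibition of test wells between control levels plus 3 SD, cut at about 38% in these data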;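 note: cells cotransfected with COUP-TFII expression vector driving the NGFI-A reporter; 0% = median of COUP-TF2 test wells and 100% = reporter-only cells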
Active calls of the source: *; . = not tested or not shown.

SMILES	SRC1 inh	NOD2-RIPK2 inh	SRC2 inh	ABHD5 PLIN5 PPI	LMP1 NFkB inh	TLR9-MyD88 inh	SRC3 inh	MC4R barr agon	MC4R antagonist	LRH-1 inv ag	COUP-TFII inh
CCN(CC)CC(=O)N1CCCC(C(=O)c2ccccc2OC)C1 (stereo unspecified)	-6	-2	7	-4	-2	5	8	-1.8	7	-10	8
O=CNCC(=O)NC1CCCCCC1	-4	1	8	-3	10	5	8	-1.1	3	22	-11
CC(NS(=O)(=O)c1ccc([N+](=O)[O-])cc1)C(c1cccs1)N1CCOCC1 (stereo unspecified)	2	2	4	-4	4	-3	5	-1.6	5	11	2
COc1cccc(OCCn2cccc2/C=C2/C(=N)N3OC(C)=CC3=NC2=O)c1	7	-4	-2	-7	-7	-6	-4	1.1	2	5	-10
CC1=C(C(=O)N(C(C)C)C(C)C)CC(CC(=O)NC(c2ccccc2)c2ccccc2)C(=O)N1CCC1=CCCCC1 (stereo unspecified)	0	5	11	-2	.	.	31	.	.	21	-6
COc1ccc(NC(C)C(=O)N/N=C/c2ccccc2OCc2ccc(Br)cc2)cc1 (stereo unspecified)	-54	0	-44	-2	-23	-14	-53	-0.3	5	-74	-41
OCC[C@@H]1C[C@@H](O)[C@H](O)[C@]2(Cc3ccccc3CCO2)O1	-3	1	-27	2	-4	-4	8	-1.1	3	2	-1
COc1ccccc1NC(=O)Cn1cnc2c(oc3ccccc32)c1=O	-4	4	5	0	4	2	-8	-1.3	-4	7	19
COc1ccc(-c2nc3ccc(Br)cn3c2Cc2cccc(F)c2)cc1OC	7	-24	-33	-11	.	.	8	.	.	-5	-6
Cc1nn(Cc2nc(-c3cccs3)no2)c(C)c1Br	-7	-25	-1	7	-5	-11	-20	0.4	7	-18	11
CCOC(=O)C1C(=O)CC(C)(O)C(C(=O)OCC)C1c1cccc(OC(F)(F)C(F)F)c1 (stereo unspecified)	-33	1	-13	3	-3	-9	7	-0.4	6	-4	-20
Cc1cc(=O)[nH]c(SCC(=O)N2CCCC2)n1	-7	-6	10	-1	-5	-3	18	-1.0	6	2	-14
CCN(C(=O)COC(=O)c1cc2ccccc2cc1O)C1CCS(=O)(=O)C1 (stereo unspecified)	1	2	-3	-6	-2	-2	-5	-0.6	1	0	11
CC(=O)Nc1cc(NC(C)=O)c(N=Nc2ccccc2)cc1C	-14	-4	-46	-2	1	1	-13	-1.1	-17	-33	-5
COCCNC(=S)N(CCc1c(C)[nH]c2ccc(OC)cc12)Cc1ccco1	1	-6	-23	2	-12	-6	-4	0.9	3	9	-2
O=C(Nc1ccc([N+](=O)[O-])cc1)C1(c2ccccc2)CCOCC1	-2	3	-1	0	1	-14	-3	-0.9	5	-10	19
COc1ccc(NC(=O)NCCN2CCCCC2)cc1	6	1	-13	1	0	-6	-4	-2.2	-2	6	-23
CCNC(=O)C1(C)CCCN(C(=O)c2cccc(C)c2C)C1 (stereo unspecified)	-4	0	-10	0	.	.	0	0.6	-4	-14	-1
COCCN(C(=O)C1CCN(C(=O)c2ccccc2C)CC1)c1c(N)n(CC(C)C)c(=O)[nH]c1=O	2	-5	-23	4	0	-5	14	0.4	2	8	16
Cc1ccc(N2C(=O)Nc3ccccc3S2(=O)=O)cc1Cl	3	6	20	0	-1	3	6	4.5	28	-7	2
Cc1nn(C(=O)c2ccoc2C)c(N)c1-c1ccccc1	-30	7	-31	-2	-28	10	-54	1.5	-1	-87	-58
CC(=O)C1=C(C)N(Cc2ccccc2)C(=O)N[C@H]1c1ccco1	-3	10	-2	17	-1	-6	3	-1.1	13	-8	-1
O=C(Cn1cc2c(n1)CCCC2)NC1CCCCCC1	-25	-9	-2	-1	-3	-9	4	-1.7	10	-19	-8
O=C(O)c1nccnc1C(=O)Nc1ccc(Cl)cn1	21	3	18	1	-6	-7	-16	-2.0	0	-4	-11
O=C(c1ccc2c(=O)n(-c3ccccc3)c(=S)[nH]c2c1)N1CCN(c2ccccc2)CC1	5	-12	-1	-1	9	-6	-11	-0.8	11	-3	8
(further entries)
SMILES	SRC1 inh	NOD2-RIPK2 inh	SRC2 inh	ABHD5 PLIN5 PPI	LMP1 NFkB inh	TLR9-MyD88 inh	SRC3 inh	MC4R barr agon	MC4R antagonist	LRH-1 inv ag	COUP-TFII inh
COc1cc(/C=N\NC(=O)c2nonc2N)c(OC)cc1Br	-20	-2	20	-1	17	-2	12	-3.6	1	4	-2
Cc1ccc(NNC2CC(=O)N(c3cccc(Cl)c3)C2=O)cc1 (stereo unspecified)	-13	3	-35	0	-19	8	6	-0.8	3	6	3
O=C(Nc1cc(C(F)(F)F)ccc1N1CCOCC1)c1ccco1	6	-4	-44	-1	-1	4	18	1.8	7	12	-19
CCc1c(O)nc(SCC(=O)Nc2ccc(Br)cc2)n(-c2ccc(C)cc2)c1=O	2	0	-23	-7	-3	-1	22	-2.8	-4	8	3
COc1ccccc1CN(C)C(=O)c1cc2ccccc2o1	0	-10	-7	0	-1	-13	-83	-0.5	12	-17	13
Cc1cc(Cn2nc(C(=O)NCC3CC3)cc2-c2ccccc2)on1	-4	7	-6	-11	7	3	-11	0.0	8	4	-1
CNC(=S)N/N=C/c1c(C)c(C(=O)c2ccc(F)cc2)n2ccccc12	11	-6	-12	11	-4	-10	1	-0.6	-8	16	15
CCCCSc1nc2c([nH]1)c(=S)n(C)c(=O)n2C	-18	-7	12	0	-2	-1	7	-0.7	-5	-10	6
O=C(COC(=O)CNC(=O)c1ccccc1F)NC12CC3CC(CC(C3)C1)C2	-2	-17	-22	3	-4	-5	-1	-0.5	7	12	8
CCOC(=O)N1CCN(C(=O)C(=O)Nc2sc3c(c2C(=O)O)CC(C)(C)OC3)CC1	2	-5	-3	-14	-2	-7	7	3.2	14	8	24
Cc1ccccc1COc1ccc(/C(O)=C2/C(=O)C(=O)N(CCCn3ccnc3)C2c2ccco2)cc1 (stereo unspecified)	-27	-12	-11	5	4	1	-18	-1.1	4	-5	3
Cc1cc2ccccn2c1C(=O)c1nc(NCc2ccco2)ncc1Cl	3	0	-37	-2	-10	2	9	-3.5	-14	17	-17
COc1ccc(C2=Nc3ccc(C)cc3C(c3ccccc3)N2CC(=O)NN)cc1 (stereo unspecified)	-31	0	12	6	1	-4	10	-2.6	5	-11	14
COc1ccc2ccc3c(c2c1)N=CC1(O3)N(C)c2ccccc2C1(C)C (stereo unspecified)	2	-10	.	21	9	10	-6	-2.6	19	-2	.
Cc1cc(C)c(S(=O)(=O)c2ccccc2C)c(OCCN(C)C)n1	8	2	-1	1	-7	-1	3	0.3	15	-2	2
CC1=C(C(=O)N(C)C)CC(CC(=O)NCCc2ccccn2)C(=O)N1CCCN1CCCC1=O (stereo unspecified)	-38	2	15	0	1	2	-4	-1.3	11	-2	-4
Cc1cccc(OCC(=O)Nc2nonc2NC(=O)COc2cccc(C)c2)c1	-12	4	-10	7	-8	0	2	0.2	3	-11	2
Cc1ccc(/C=N/Nc2ccc(Cl)nn2)cc1	-88	-10	-18	-4	-14	-1	-69	1.3	9	-56	-13
CCOC(=O)c1[nH]c(C(=O)O)c(OC(=O)CC)c1C	14	-4	-17	1	1	-7	4	0.7	3	-7	-2
Cc1ccc(S(=O)(=O)NCCCN2CCOCC2)c(C)c1	-12	3	-1	5	2	5	9	-1.9	-1	5	2
COc1ccc(-c2nc3ccc(Br)cn3c2Cc2ccsc2)cc1OC	-10	-6	5	-6	.	.	4	.	.	-21	-27
CCN(CC)S(=O)(=O)c1ccc(N2CCCC2)c(NS(=O)(=O)c2cccs2)c1	6	-5	10	0	-2	1	-8	-0.3	7	-3	6

Rewritten with two lines to a compound: entries from further up
Below each compound: SRC1 inh	NOD2-RIPK2 inh	SRC2 inh	ABHD5 PLIN5 PPI	LMP1 NFkB inh	TLR9-MyD88 inh	SRC3 inh	MC4R barr agon	MC4R antagonist	LRH-1 inv ag	COUP-TFII inh
- Cc1ccccc1COc1ccc(/C(O)=C2/C(=O)C(=O)N(CCCn3ccnc3)C2c2ccco2)cc1 (stereo unspecified)
    -27	-12	-11	5	4	1	-18	-1.1	4	-5	3
- Cc1cc2ccccn2c1C(=O)c1nc(NCc2ccco2)ncc1Cl
    3	0	-37	-2	-10	2	9	-3.5	-14	17	-17
- COc1ccc(C2=Nc3ccc(C)cc3C(c3ccccc3)N2CC(=O)NN)cc1 (stereo unspecified)
    -31	0	12	6	1	-4	10	-2.6	5	-11	14
- COc1ccc2ccc3c(c2c1)N=CC1(O3)N(C)c2ccccc2C1(C)C (stereo unspecified)
    2	-10	.	21	9	10	-6	-2.6	19	-2	.
- Cc1cc(C)c(S(=O)(=O)c2ccccc2C)c(OCCN(C)C)n1
    8	2	-1	1	-7	-1	3	0.3	15	-2	2
- CC1=C(C(=O)N(C)C)CC(CC(=O)NCCc2ccccn2)C(=O)N1CCCN1CCCC1=O (stereo unspecified)
    -38	2	15	0	1	2	-4	-1.3	11	-2	-4
- Cc1cccc(OCC(=O)Nc2nonc2NC(=O)COc2cccc(C)c2)c1
    -12	4	-10	7	-8	0	2	0.2	3	-11	2
- Cc1ccc(/C=N/Nc2ccc(Cl)nn2)cc1
    -88	-10	-18	-4	-14	-1	-69	1.3	9	-56	-13
- CCOC(=O)c1[nH]c(C(=O)O)c(OC(=O)CC)c1C
    14	-4	-17	1	1	-7	4	0.7	3	-7	-2
- Cc1ccc(S(=O)(=O)NCCCN2CCOCC2)c(C)c1
    -12	3	-1	5	2	5	9	-1.9	-1	5	2
- COc1ccc(-c2nc3ccc(Br)cn3c2Cc2ccsc2)cc1OC
    -10	-6	5	-6	.	.	4	.	.	-21	-27
- CCN(CC)S(=O)(=O)c1ccc(N2CCCC2)c(NS(=O)(=O)c2cccs2)c1
    6	-5	10	0	-2	1	-8	-0.3	7	-3	6

Reprinted from above for reference:
SMILES	SRC1 inh	NOD2-RIPK2 inh	SRC2 inh	ABHD5 PLIN5 PPI	LMP1 NFkB inh	TLR9-MyD88 inh	SRC3 inh	MC4R barr agon	MC4R antagonist	LRH-1 inv ag	COUP-TFII inh
COc1ccccc1CN(C)C(=O)c1cc2ccccc2o1	0	-10	-7	0	-1	-13	-83	-0.5	12	-17	13
Cc1cc(Cn2nc(C(=O)NCC3CC3)cc2-c2ccccc2)on1	-4	7	-6	-11	7	3	-11	0.0	8	4	-1

A portion of the library (hit frequency here may not be typical).
